NR3A LBD binder = binders of NR3A ligand-binding domain, primary screen, biophysical, differential scanning fluorimetry, uHTS | Glutamate receptor ionotropic, NMDA 3A (GRIN3A) ligand-binding domain | NR3A LBD differential scanning fluorimetry, Tm shift; 0% = protein alone, 100% = glycine-bound protein | Tm shift relative to glycine control, % at 25 µM | 340,000 compounds, 2.5% hits | AID 1259313, 2017;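 active = melting temperature shift of at least 10% of the positive control shift, at one fixed dose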
hIAP act = human IAP activators, primary screen, biochemical, luminescence, uHTS | purified human IAP, CDP-Star luminescence, 30 min; active compounds read high; 1 = vehicle-only enzyme, 0 = enzyme-free background | AID 2524, 2010 | 330,000 compounds, 0.16% hits | activation factor at 10 µM;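 active = activation factor of the enzyme at least 2-fold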; note: the source names both 10 and 20 µM as test concentration; values of inactives mirror those of a sister screen read the other way
Target sequence (P09923 whole entry, looked up): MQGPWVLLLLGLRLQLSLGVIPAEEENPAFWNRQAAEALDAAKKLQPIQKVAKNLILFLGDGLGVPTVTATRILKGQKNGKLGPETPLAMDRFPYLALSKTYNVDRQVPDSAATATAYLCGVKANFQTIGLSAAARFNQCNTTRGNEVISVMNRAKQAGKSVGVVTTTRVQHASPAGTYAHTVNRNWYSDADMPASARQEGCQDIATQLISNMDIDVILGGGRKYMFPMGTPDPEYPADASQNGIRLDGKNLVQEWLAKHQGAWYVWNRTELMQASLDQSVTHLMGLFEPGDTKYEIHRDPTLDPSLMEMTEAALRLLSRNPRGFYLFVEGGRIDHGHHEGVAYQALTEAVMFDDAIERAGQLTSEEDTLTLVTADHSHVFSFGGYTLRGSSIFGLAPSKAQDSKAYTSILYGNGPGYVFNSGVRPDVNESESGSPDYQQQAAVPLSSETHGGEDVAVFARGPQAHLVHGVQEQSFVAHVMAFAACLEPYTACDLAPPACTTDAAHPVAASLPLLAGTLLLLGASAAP
SENP1 inh = human SENP1 catalytic domain inhibitors, primary screen, biochemical, FRET, uHTS. Sentrin-specific protease 1 (Homo sapiens), Q9P0U3. recombinant SENP1 catalytic domain, CyPet-SUMO1-YPet FRET cleavage. inhibition, % at 10 µM. 360,000 compounds, 0.21% hits;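 active = inhibition at least 30% at 10 µM, raw YFP signal under a set limit, fluorescence ratio 0.5 to 1.5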;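 note: 0% = enzyme with DMSO and 100% = no enzyme wells; some results filed as inactive read as strong as hits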
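Material: hSENP1 catalytic domain, recombinant; medium: Tris pH 8 with BME, BSA, NP40 and catalase; compound: single concentration of 10 µM compound, 0.5% DMSO final; technique: FRET read of cyan and yellow fluorescence; timing: 50 min enzyme reaction, room temperature, light-protected; reagent: SFCypet-SUMO1-SFYpet substrate at 25 nM; control set: no-enzyme low, enzyme-DMSO high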
SENP6 inh = SENP6 protease inhibitors, primary screen, biochemical, luminescence, uHTS | Sentrin-specific protease 6 (Homo sapiens), Q9GZR1 | Recombinant SENP6 catalytic domain, aminoluciferin luminescence | inhibition, % at 10 µM | 330,000 compounds, 1.8% hits;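 active = inhibition above about 50% at the single tested dose, limit read from the data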;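 note: plate controls were DMSO wells with enzyme for no effect and DMSO wells lacking enzyme for full effect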
Target sequence (Q9GZR1 628-1112 limits assumed): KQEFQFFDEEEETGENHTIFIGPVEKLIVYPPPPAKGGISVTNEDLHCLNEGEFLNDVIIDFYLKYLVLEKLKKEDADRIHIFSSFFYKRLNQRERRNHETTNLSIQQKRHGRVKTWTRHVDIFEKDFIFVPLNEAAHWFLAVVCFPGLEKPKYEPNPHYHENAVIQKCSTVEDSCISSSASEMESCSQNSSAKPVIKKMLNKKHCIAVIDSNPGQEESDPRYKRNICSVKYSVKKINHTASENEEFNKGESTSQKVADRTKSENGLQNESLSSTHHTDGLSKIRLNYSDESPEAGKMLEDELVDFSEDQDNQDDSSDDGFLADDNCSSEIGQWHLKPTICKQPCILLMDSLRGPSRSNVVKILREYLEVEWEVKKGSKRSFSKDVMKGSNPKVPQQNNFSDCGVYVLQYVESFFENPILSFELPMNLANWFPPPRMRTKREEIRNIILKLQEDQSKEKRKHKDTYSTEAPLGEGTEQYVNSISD
MPTP inh = mitochondrial permeability transition pore inhibitors, primary screen, biochemical, isolated mouse mitochondria, absorbance | inhibition, % at 10 µM | AID 602449, 2012 | Ca2+ swelling absorbance, 30 min | 360,000 compounds, 1.4% hits;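 active = inhibition of 50% or more, scaled per plate between neutral and stimulator controls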;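 note: 0% = DMSO wells given calcium and 100% = 1 mM EGTA wells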
PfG6PD inh = PfG6PD enzyme inhibitors, primary screen, biochemical, fluorescence intensity, uHTS. 350,000 compounds, 0.78% hits. glucose-6-phosphate dehydrogenase-6-phosphogluconolactonase (Plasmodium falciparum 3D7). PfGluPho enzyme, NADPH resazurin-diaphorase fluorescence. AID 504690, 2011. inhibition, % at 20 µM;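 active = inhibition reaching at least a set limit at 20 µM in the primary screen, cut at about 59% in these data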;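 note: 0% = DMSO wells with substrate and 100% = DMSO wells lacking glucose-6-phosphate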
SENP8 block = human SENP8 protease inhibitors, primary screen, biochemical, fluorescence, Nedd8 protein substrate, uHTS | Sentrin-specific protease 8 (Homo sapiens), Q96LD8 | recombinant SENP8 | inhibition, % at 20 µM | 360,000 compounds, 0.64% hits | AID 602440, 2012; in the data active = inhibition mostly above about 40%, no sharp cut-off; inactive = mostly below about 27%
ATG4B inh = ATG4B protease inhibitors, primary screen, biochemical, fluorescence, uHTS; Cysteine protease ATG4B (Homo sapiens), Q9Y4P1; ATG4B cleavage of LC3-PLA2, NBD-HPC fluorescence, 1 h; inhibition, % at 8.33 µM; 340,000 compounds, 0.51% hits; AID 504462, 2011; in the data active = inhibition above about 40%
An asterisk follows results filed as active; i = inactive; · = not tested or not shown.

1) COC(=O)C(Oc1ccc2c(-c3ccc(OC)cc3)cc(=O)oc2c1)c1ccccc1 (configuration not stated)
2) COc1ccccc1C(c1nnnn1CCc1ccccc1)N1CCCCCC1 (configuration not stated)
3) O=C(CCNC(=O)c1ccc(Br)cc1)Nc1nccs1
4) COc1ccc(NC(=O)CCc2ccccc2)cc1NC(=O)c1ccco1
5) Cc1ccc(-c2c(NCCc3ccccc3)c(=O)c2=O)cc1
6) COc1ccc(Cc2nc(C(=O)Nc3ccc(F)cc3)cs2)cc1
7) N#CC1=C(N)C2=CCCC[C@H]2[C@H](c2cccc(F)c2)C1(C#N)C#N
8) CCC(=O)Nc1ccc2c(c1)ncn2-c1ccc(C)cc1

Assay by compound,1,2,3,4,5,6,7,8
NR3A LBD binder,0,-1,-1,0,0,0,0,-3
hIAP act,0.93,0.97,0.92,0.79,1.1,0.99,1,1
SENP1 inh,-22,-10,0,0,0,-2,-24,1
SENP6 inh,-8,-3,-10,-3,-22,15,0,-27
MPTP inh,-0.3,-2.6,0.5,-0.4,0.2,1.7,1.7,-0.3
PfG6PD inh,-14,13,-3,-3,-15,18,-1,0
SENP8 block,-63,10,18,6,19,17,-91,3
ATG4B inh,0,1,1,-13,4,-4,36,-5

9) O=C(O)CNC(=O)/C(=C\c1ccco1)NC(=O)c1ccco1
10) NC(=O)c1nn(-c2ccc(Oc3ccccc3)cc2)c(=O)cc1O
11) COC(=O)c1sc2nc(CSc3nc4ccc(C)cc4[nH]3)[nH]c(=O)c2c1C
12) COc1ccc(CCCNC(=O)C2CCC(=O)N(CC3CCCCC3)C2)cc1 (configuration not stated)
13) O=C(NCCCO)c1cc2ccccc2[nH]1
14) N=C1C(=O)NC(=O)C1c1ccccc1 (configuration not stated)
15) C#CCN1C=CC(=O)[C@@H](OC(=O)Nc2ccccc2Br)[C@H]1c1ccccc1Br
16) Cc1cc(N2CCN(c3cccc(C(F)(F)F)c3)CC2)n2nc(C)nc2n1

Assay by compound,9,10,11,12,13,14,15,16
NR3A LBD binder,-1,0,5,5,-2,0,-2,-3
hIAP act,0.94,0.84,1.1,1.2,0.9,·,·,0.86
SENP1 inh,-23,1,8,1,0,2,0,0
SENP6 inh,-9,-22,-24,15,12,·,·,-19
MPTP inh,-0.1,-1.0,-0.5,0.0,-1.6,-1.5,1.5,-1.2
PfG6PD inh,5,10,-21,1,-1,12,-5,0
SENP8 block,-2,2,-26,12,-5,16,-16,12
ATG4B inh,1,-4,-3,17,0,-2,-3,3

17) Cn1c(=O)c2c(nc(CCc3ccccc3)n2C)n(C)c1=O
18) CC(C)CNC(=S)N1CCC(C(=O)c2ccc3c(c2)OCCO3)CC1
19) CCN(CC(=O)Nc1c(F)cccc1F)C(=O)CCC(=O)c1ccc(F)cc1
20) O=S(=O)(Nc1c(F)cccc1F)c1ccc2c(c1)OCCO2
21) OC1(c2cccc(C(F)(F)F)c2)CCN(CCN2CCCCC2)CC1
22) Cc1nc2sc(C(c3cccc(F)c3)N3CCC(O)CC3)c(O)n2n1 (configuration not stated)
23) COC(=O)CN1C(=O)C(O)=C(C(C)=O)C1c1ccc([N+](=O)[O-])cc1 (configuration not stated)
24) CCCOc1c(Br)cc(C(N)=O)cc1OCC

Assay by compound,17,18,19,20,21,22,23,24
NR3A LBD binder,0,7,2,-1,0,10*,-1,0
hIAP act,·,0.95,0.9,1.1,1,1,1,0.97
SENP1 inh,2,4,-3,0,-7,2,1,0
SENP6 inh,·,7,-6,-11,-10,1,-8,2
MPTP inh,1.1,0.2,-1.1,0.4,-0.7,-2.7,0.8,2.9
PfG6PD inh,15,-20,-8,-3,-14,0,-4,-7
SENP8 block,9,6,-2,11,18,13,20,4
ATG4B inh,-2,-3,-6,-2,-3,2,-2,42*

Arranged by SMILES length (low to high): part of the list above
20) O=S(=O)(Nc1c(F)cccc1F)c1ccc2c(c1)OCCO2
21) OC1(c2cccc(C(F)(F)F)c2)CCN(CCN2CCCCC2)CC1
22) Cc1nc2sc(C(c3cccc(F)c3)N3CCC(O)CC3)c(O)n2n1 (configuration not stated)
19) CCN(CC(=O)Nc1c(F)cccc1F)C(=O)CCC(=O)c1ccc(F)cc1
23) COC(=O)CN1C(=O)C(O)=C(C(C)=O)C1c1ccc([N+](=O)[O-])cc1 (configuration not stated)

Assay by compound,20,21,22,19,23
NR3A LBD binder,-1,0,10*,2,-1
hIAP act,1.1,1,1,0.9,1
SENP1 inh,0,-7,2,-3,1
SENP6 inh,-11,-10,1,-6,-8
MPTP inh,0.4,-0.7,-2.7,-1.1,0.8
PfG6PD inh,-3,-14,0,-8,-4
SENP8 block,11,18,13,-2,20
ATG4B inh,-2,-3,2,-6,-2

The list goes on:
25) O=C(CN1C(=O)NC(Cc2c[nH]c3ccccc23)C1=O)Nc1ccccc1C(F)(F)F (configuration not stated)
26) CC(Sc1nnc(N)s1)C(=O)NCc1ccc2c(c1)OCO2 (configuration not stated)
27) CC(Sc1nnc(COc2ccccc2)n1Cc1ccccc1)C(=O)O (configuration not stated)
28) Nc1cccn2c(-c3ccc(Cl)cc3)cnc12
29) CC(C)Oc1ccc(C(=O)OCC(=O)N2CCCc3ccccc32)cc1
30) O=C(Nc1ccc(S(=O)(=O)N2CCN(Cc3ccccc3)CC2)cc1)c1cnccn1
31) COc1ccc(C(=O)Nc2ccccc2N2CCN(C(=O)C(C)C)CC2)cc1Cl
32) Cc1cc(C)cc(NC(=S)NCc2ccncc2)c1

Assay by compound,25,26,27,28,29,30,31,32
NR3A LBD binder,-1,3,-2,-4,-2,0,0,0
hIAP act,1.2,0.92,0.98,0.98,1,0.95,1.1,0.98
SENP1 inh,-2,2,3,-48,-1,-1,-4,2
SENP6 inh,-1,-7,-13,-10,1,-7,-11,21
MPTP inh,-0.7,1.0,-0.1,-0.9,-0.7,73*,1.1,1.0
PfG6PD inh,4,-1,-30,49,9,3,-3,-4
SENP8 block,14,6,-4,-161,2,6,18,29
ATG4B inh,-5,-1,0,-1,11,-3,2,4

33) COc1ccc(/C=N/NC(=O)c2ccccc2Cl)cc1CSc1nc2ccccc2s1
34) O=[N+]([O-])c1ccc(N2CCN(S(=O)(=O)c3ccc(Cl)cc3)CC2)cc1NCC1CCCO1 (configuration not stated)
35) O=C(CCCC1=NS(=O)(=O)c2ccccc2N1)OCc1ccc(Cl)cc1
36) COc1cccc2c1SCc1ccccc1C2CC(N)=O (configuration not stated)
37) COc1cccc(C(=O)c2ccccc2NC(C)=O)c1
38) O=C(NCc1ccncc1)C(=O)NCC(c1ccco1)N1CCN(c2ccccc2)CC1 (configuration not stated)
39) O=C(CS(=O)(=O)c1ccccc1)c1ccc2c(c1)OCCO2
40) COc1ccc(NS(=O)(=O)c2c(C)cc(C)cc2C)cn1

Assay by compound,33,34,35,36,37,38,39,40
NR3A LBD binder,-2,1,-12,-1,·,-1,5,4
hIAP act,1,1,1.1,0.99,·,1.2,1.2,1
SENP1 inh,3,2,1,-1,-2,3,0,-1
SENP6 inh,11,-2,-34,1,·,-4,57*,4
MPTP inh,1.7,1.1,-0.7,0.5,-0.6,2.2,-2.2,-0.4
PfG6PD inh,11,-11,-19,15,6,15,5,22
SENP8 block,18,21,17,16,-8,19,4,18
ATG4B inh,6,-1,1,5,·,-5,1,-20

41) CC(C)NC(=O)CCc1nc2cccnc2n1-c1ccccc1
42) Cc1cc(C)cc(OCC(=O)OCC(=O)NCc2cccs2)c1
43) CN(CC1CCCO1)S(=O)(=O)c1ccc(C(=O)NCc2ccccc2)cc1 (configuration not stated)
44) CC(C)(C)c1cc(NC(=O)CSc2nncs2)n(-c2ccccc2)n1
45) CCCn1c(N)c(C(=O)CSc2nnc3ccccn23)c(=O)[nH]c1=O
46) COc1ccc2[nH]c(CN3CCC(n4nccc4NC(=O)C4CC4)CC3)c(C)c2c1
47) CC(=O)CC(C)(C)NC(C)=S
48) Cc1ccc(CNC(=O)C2(c3cccs3)CCOCC2)cc1

Assay by compound,41,42,43,44,45,46,47,48
NR3A LBD binder,-3,16*,0,2,-1,1,1,-2
hIAP act,0.96,1.2,0.97,1,1,0.96,0.98,0.89
SENP1 inh,2,2,0,-5,-2,-3,-1,2
SENP6 inh,-19,-6,2,18,3,-13,-4,8
MPTP inh,0.1,0.4,-0.4,0.6,-0.4,0.3,2.2,0.1
PfG6PD inh,-1,-4,1,28,6,2,0,-5
SENP8 block,13,9,11,10,-2,-42,-4,9
ATG4B inh,-5,-8,2,-6,4,13,-6,-9

49) COc1ccc(/C=N/Nc2nnc(C)n2N)cc1OC
50) Cc1cc(Cl)c(S(=O)(=O)NC2CCCC2)cc1OCC(=O)NC1CCCCC1
51) O=C(NCc1ccccn1)c1ccc(Cl)c(S(=O)(=O)N2CCCCC2)c1
52) CC(NC(=O)Nc1nnc(C(F)(F)F)s1)(C(F)(F)F)C(F)(F)F
53) CCCCCCCCCCCCCCCC[N+](C)(C)Cc1ccc(F)cc1
54) CCN(CC)c1ccc(/C=C2/C(=O)ON=C2C)cc1
55) COc1ccc(-c2n(Cc3ccccc3)c3ccccc3[n+]2Cc2ccccc2)cc1
56) O=C(Nc1ccc(F)c([N+](=O)[O-])c1)C1CCCO1 (configuration not stated)

Assay by compound,49,50,51,52,53,54,55,56
NR3A LBD binder,-1,1,-1,2,6,4,1,-1
hIAP act,1,0.9,0.93,0.97,·,0.93,0.98,1.3
SENP1 inh,2,-2,0,1,0,0,0,1
SENP6 inh,10,13,14,7,·,-23,-14,-10
MPTP inh,0.4,80*,-0.6,94*,3.9,5.9,43,2.8
PfG6PD inh,61*,-19,23,9,25,-5,3,-10
SENP8 block,41*,20,11,31,17,1,1,-5
ATG4B inh,3,-8,-3,-8,23,8,8,-7

57) CNC(=O)C1CC(=O)N(c2ccc(OCC(=O)NCc3ccccc3)cc2)C1 (configuration not stated)
58) CCCS/C(N)=N/N=C/c1ccccc1O
59) CN(Cc1ccccc1)c1oc(COc2ccccc2F)nc1C#N
60) COc1cccc(CNC(=O)Cc2csc(Nc3nc(=S)[nH]c4ccccc34)n2)c1
61) O=C(O)C1=C[C@H](c2ccc(F)cc2)C[C@H](OCc2ccc(CO)cc2)O1
62) CC(=O)N1CCC(N(C(=O)Nc2ccc(F)cc2)C2CCCC2)CC1
63) O=C(c1ccc(Oc2ccccc2)cc1)c1nc2c(n1O)CCCC2
64) COc1cccc2oc3ccc(C#Cc4ccccn4)cc3c(=O)c12
65) Cc1cc(C(=O)NCCc2ccc(Cl)cc2)no1

Assay by compound,57,58,59,60,61,62,63,64,65
NR3A LBD binder,0,-1,3,-2,3,-3,-1,2,0
hIAP act,0.9,1.1,0.87,0.89,0.88,1.1,1.2,0.93,0.99
SENP1 inh,0,0,-2,-35,-4,1,2,-6,-2
SENP6 inh,-19,-1,8,-7,-9,-7,-29,100*,2
MPTP inh,-0.9,-1.6,-0.1,0.7,-0.1,-0.4,-0.7,-0.4,5.8
PfG6PD inh,24,-7,13,-8,-8,-6,-22,22,-2
SENP8 block,12,2,4,-115,15,2,7,i,5
ATG4B inh,1,-6,3,7,1,9,-2,-6,-5

Source: PubChem BioAssay
